Screening data from PubChem BioAssay.
mIAP act = increases mouse intestinal alkaline phosphatase activity; muIAP, CDP-Star luminescence, 30 min; hits give high values; 1 = vehicle-only enzyme signal, 0 = enzyme-free wells; activation factor at 10 µM; hit rate 0.24% among 330,000; AID 2805;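 active means activation factor of at least 2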; further: the source names both 10 and 20 µM as test concentration; values of inactives mirror those of a sister screen read the other way
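Assay system: mouse IAP enzyme; reagent: chemiluminescent substrate CDP-Star; dosing: test compounds delivered from DMSO solution; schedule: 30 min at room temperature; measured by: luminescence from enzymatic CDP-Star hydrolysis; controls: DMSO-only wells and no-enzyme negative control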
mIAP inh = blocks mouse intestinal alkaline phosphatase | purified mouse IAP, CDP-Star luminescence, 30 min | inhibition, % at 10 µM | hit rate 0.2% among 330,000 | AID 2806;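 active means inhibition of at least 40% at 10 µM in the primary screen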;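 further: plate controls were DMSO with enzyme for no effect and no enzyme wells for full effect; values of inactives mirror those of a sister screen read the other way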
A3G deaminase = blocks human APOBEC3G single-stranded DNA deamination | recombinant A3G, ssDNA deamination FAM/TAMRA fluorescence | AID 493012 | inhibition, % at 20 µM | hit rate 0.28% among 330,000;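 active means inhibition of at least 40% at 20 µM, with no more than 30% in the related APOBEC3A deaminase screen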;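 further: plate controls were DMSO wells with A3G for no effect and wells lacking A3G enzyme for full effect; some compounds called inactive have numbers as strong as hits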
SENP1 inh = inhibitors of human SENP1 SUMO protease catalytic domain. inhibition, % at 10 µM. hit rate 0.21% among 360,000. recombinant SENP1 catalytic domain, CyPet-SUMO1-YPet FRET cleavage;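 active means inhibition at least 30% at 10 µM, raw YFP signal under a set limit, fluorescence ratio 0.5 to 1.5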;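 further: 0% = enzyme with DMSO and 100% = no enzyme wells; some results filed as inactive read as strong as hits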
Target sequence (Q9P0U3 419-644 limits assumed): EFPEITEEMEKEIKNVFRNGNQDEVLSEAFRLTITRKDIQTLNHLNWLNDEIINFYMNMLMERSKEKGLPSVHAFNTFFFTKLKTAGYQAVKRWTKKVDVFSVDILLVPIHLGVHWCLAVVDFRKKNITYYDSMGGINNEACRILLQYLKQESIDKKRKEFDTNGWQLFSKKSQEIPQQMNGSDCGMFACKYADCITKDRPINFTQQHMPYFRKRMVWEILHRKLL
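Test system: hSENP1 catalytic domain, recombinant; Amount: 20 pM final SENP1 enzyme; Medium: Tris pH 8 buffer plus EDTA, NaCl, BME, BSA, NP40, catalase; Schedule: 50 min enzyme reaction, room temperature, light-protected; Technique: FRET fluorescence in CFP and YFP emission channels; Controls: no-enzyme wells low, DMSO-plus-enzyme wells high control.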
hIAP act = human IAP activation; P09923; activation factor at 10 µM; purified human IAP, CDP-Star luminescence, 30 min; hits give high values; 1 = vehicle-only enzyme, 0 = enzyme-free background; AID 2524; hit rate 0.16% among 330,000;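 active means activation factor of the enzyme at least 2-fold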; further: the source names both 10 and 20 µM as test concentration; values of inactives mirror those of a sister screen read the other way
Target sequence (P09923 whole entry, looked up): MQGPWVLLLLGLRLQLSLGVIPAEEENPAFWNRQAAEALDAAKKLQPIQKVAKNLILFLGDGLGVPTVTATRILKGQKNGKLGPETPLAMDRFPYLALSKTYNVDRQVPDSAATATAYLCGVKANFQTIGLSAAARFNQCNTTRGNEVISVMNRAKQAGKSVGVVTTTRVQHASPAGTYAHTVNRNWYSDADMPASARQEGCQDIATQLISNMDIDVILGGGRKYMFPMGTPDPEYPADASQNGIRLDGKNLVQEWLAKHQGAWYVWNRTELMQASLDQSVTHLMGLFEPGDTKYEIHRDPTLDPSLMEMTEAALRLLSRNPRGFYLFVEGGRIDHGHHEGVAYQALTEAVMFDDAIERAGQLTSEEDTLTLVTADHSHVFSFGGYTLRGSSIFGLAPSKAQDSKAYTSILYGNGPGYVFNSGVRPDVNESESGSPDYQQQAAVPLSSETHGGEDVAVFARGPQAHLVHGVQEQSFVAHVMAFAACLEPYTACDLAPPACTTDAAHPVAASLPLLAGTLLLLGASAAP
hIAP block = human IAP inhibition; P09923; purified IAP, CDP-Star luminescence, 30 min; inhibition, % at 10 µM; hit rate 0.12% among 330,000;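 active means inhibition reaching a set limit with compound at 10 µM in the primary screen, cut at about 35% in these data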;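 further: plate controls were DMSO wells with enzyme for no effect and no-enzyme buffer wells for full effect; values of inactives mirror those of a sister screen read the other way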
A3A deaminase = blocks human APOBEC3A ssDNA deamination; hit rate 0.41% among 330,000; P31941; recombinant A3A, FAM/TAMRA ssDNA deamination fluorescence; inhibition, % at 20 µM;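 active means at least 40% inhibition at 20 µM here, with at most 30% in a related deaminase screen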;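 further: plate controls were A3A with DMSO for no effect and wells lacking A3A enzyme for full effect; some results filed as inactive read as strong as hits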
Target sequence (P31941 whole entry, looked up): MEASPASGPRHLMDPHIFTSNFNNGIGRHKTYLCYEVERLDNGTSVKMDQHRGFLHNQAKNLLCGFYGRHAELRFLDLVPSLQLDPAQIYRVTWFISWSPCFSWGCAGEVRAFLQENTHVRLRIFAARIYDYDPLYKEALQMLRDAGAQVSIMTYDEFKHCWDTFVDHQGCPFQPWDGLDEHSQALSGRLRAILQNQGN
MIN6 prolif = inducers of beta-cell replication in MIN6 cells | MIN6 cells proliferation, ATPlite luminescence, 48 h; cells starved in 0.2% serum; 100% = growth in 10% serum | proliferation, % at 10 µM | hit rate 0.29% among 330,000 | AID 2380;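 active means compounds whose signal lies at least 3.5 SD above the mean of all wells on their plate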;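 further: 0% = DMSO-treated cells in low-serum medium and 100% = 10% serum control; some compounds called inactive have numbers as strong as hits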
NALP3 yeast inh = NALP3 inhibition in yeast. AID 2825. inhibition, % at 10 µM. hit rate 0.39% among 330,000. Yeast reconstituted NLRP3/ASC/caspase-1, beta-gal luminescence, 24 h;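 active means inhibition of 50% or more; inactive means inhibition below 50%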;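 further: plate controls were induced DMSO wells for no effect and uninduced yeast grown without galactose for full effect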
* hit, by the source's call; . = no result given. The list is partial; rates above refer to the full screens.

SMILES | mIAP act | mIAP inh | A3G deaminase | SENP1 inh | hIAP act | hIAP block | A3A deaminase | MIN6 prolif | NALP3 yeast inh
O=[N+]([O-])c1ccc(Sc2cccc3cccnc23)cc1 | 0.95 | 5 | -8 | 2 | 0.91 | 10 | -3 | 1 | 34
COc1ccc(S(=O)(=O)N2CCN=C2SCc2cccc(F)c2)cc1 | 0.92 | 8 | 0 | 1 | 0.8 | 20 | 2 | 0 | 29
O=C(/C=C/c1ccccc1Cl)N(c1ccccn1)C1CCCCC1 | 1.1 | -6 | -4 | 2 | 0.95 | 5 | 3 | -2 | 12
CC1CCC(NC(=O)c2ccc(NC(=O)CC3SC(N4CCCC4)=NC3=O)cc2)CC1 (stereo not given) | 1 | -4 | -7 | -1 | 1.1 | -13 | 0 | -4 | 25
Clc1cccc(Cl)c1/C=C/c1ccn[nH]1 | 1 | -3 | 5 | 2 | 1.2 | -25 | -1 | -1 | -4
Cc1ccc(/C=N/NC(=O)CSc2nnc(-c3ccc(Cl)cc3)n2-c2ccccc2)o1 | 0.97 | 3 | -9 | 1 | 1.1 | -15 | -5 | 1 | 13
COc1cc(C2c3[nH]c4ccccc4c3C[C@@H]3C(=O)N(Cc4ccco4)CC(=O)N23)cc(OC)c1OC (stereo not given in full) | 1 | -4 | -7 | -7 | 0.81 | 19 | -4 | 1 | 2
O=S(=O)(NC1c2cccc3cccc(c23)C1N1CCNCC1)c1ccccc1 (stereo not given) | 0.96 | 4 | -1 | 1 | 1.1 | -11 | 1 | -4 | 5
CCOC(=O)Oc1ccc2c(c1)C(C)=CC(C)(C)N2C(=O)OCC | 0.94 | 6 | -2 | 0 | 0.98 | 2 | 2 | 1 | 41
COC(=O)c1cc(OC)nc2ccc(Br)cc12 | 1.1 | -6 | -7 | 0 | 1.1 | -15 | -3 | 1 | -2
NC(=O)c1ccc(Oc2ccc(Cl)cc2)c([N+](=O)[O-])c1 | 0.97 | 3 | 0 | 2 | 1.2 | -24 | 2 | -3 | 17
CCOC(=O)C(=CNc1ccccc1Cl)C(=O)OCC | 0.99 | 1 | -8 | 0 | 0.99 | 1 | -1 | 6 | 47
Cc1ccccc1CN(C)c1ccc(S(=O)(=O)N2CCN(C)CC2)cn1 | 1 | -1 | -6 | -1 | 1.1 | -6 | -2 | -1 | 12
COc1ccc(CN2CCN(S(=O)(=O)c3ccc(C)cc3)CC2)cc1OC | 0.95 | 5 | -8 | 0 | 0.99 | 1 | -4 | 0 | 11
Cc1ccsc1C(=O)NNC(=O)CCN1CCN(c2ccccc2)CC1 | 1 | -3 | -7 | 0 | 1.1 | -11 | -7 | -3 | 7
CC1CCN(CCNC(=O)CN(C)S(=O)(=O)c2cccc3nsnc23)CC1 | 0.87 | 13 | -1 | 2 | 0.86 | 14 | 3 | -3 | -7
Cc1c(Cl)cccc1NC(=O)c1cccnc1 | 0.92 | 8 | -3 | 1 | 1.2 | -16 | -2 | 0 | 10
CC1CCCN(c2nc3nonc3nc2Nc2ccccc2F)C1 (stereo not given) | 0.88 | 12 | -4 | 1 | 0.93 | 7 | 3 | 0 | -11
COc1ccc2[nH]c(=O)c(CN(Cc3cccs3)C(=S)Nc3ccccc3)cc2c1 | 0.94 | 6 | -7 | . | 0.99 | 1 | -2 | 0 | 11
O=C(NC(=S)NCC1CCCO1)c1cccc([N+](=O)[O-])c1 (stereo not given) | 0.89 | 11 | -6 | 0 | 1 | -3 | -4 | -3 | 2
CN(CC(=O)Nc1ccc(N2CCOCC2)cc1)C(=O)c1cc(S(=O)(=O)N(C)C)ccc1Cl | 1.1 | -8 | 4 | -1 | 0.99 | 1 | 17 | -1 | 9
COc1ccc(NC(=O)C2CC(=O)N(C)C(=Nc3ccc4c(c3)OCO4)S2)cc1 (stereo not given) | 1.1 | -14 | -6 | 1 | 1.1 | -14 | -7 | -3 | 2
COc1ccccc1NC(=O)CSc1nc2sc(C)c(C)c2c(=O)n1Cc1ccco1 | 0.85 | 15 | -11 | 3 | 1 | -4 | -3 | -5 | -3
C[N+](C)(CC#Cc1ccccc1)CC(=O)c1ccccc1 | 1.1 | -10 | -6 | 1 | 1.1 | -5 | -1 | 1 | -11
COc1ccccc1N1CCN(C(=O)CCC(=O)N2CCN(c3ccccc3OC)CC2)CC1 | 1.1 | -9 | 1 | 0 | 0.98 | 2 | 1 | 1 | 15
Cc1ccc(N(C(=O)c2ccc(Br)o2)C2C=CS(=O)(=O)C2)cc1 (stereo not given) | 1 | -4 | -5 | -5 | 1.1 | -9 | -1 | 4 | -14
COc1cc(/C=C(\C#N)C(=O)c2c[nH]c3ccccc23)cc(OC)c1O | 0.69 | 31 | -10 | 15 | 0.67 | 33 | -5 | -1 | -14
COc1ccc(CCNC(=O)COC(=O)c2sc(C)nc2C)cc1 | 1.1 | -10 | -6 | -1 | 0.86 | 14 | -2 | -2 | 11
CC(=O)c1ccc(OCC(O)CN2C(C)CCCC2C)cc1 (stereo not given) | 1.1 | -7 | -4 | 0 | 1.1 | -14 | -4 | -5 | -3
CC(=O)C1C(c2ccccc2)c2c(noc2C)CC1(C)O (stereo not given) | 1 | -2 | -2 | 1 | 0.73 | 27 | -1 | 1 | 17
c1ccc2c3c(c(CN4CCCCC4)cc2c1)COC3 | 1 | -4 | -7 | 1 | 1.1 | -14 | -1 | -2 | -13
CC1CC/C(=N/Nc2ccccc2)C(=O)N1 (stereo not given) | 1 | -2 | -6 | 1 | 0.91 | 9 | 3 | 0 | 9
CCOC(=O)C1(Cc2cccc(OC)c2)CCCN(S(=O)(=O)c2cccnc2)C1 (stereo not given) | 1.1 | -12 | -2 | 2 | 1.1 | -6 | 0 | -4 | 10
Cc1noc(C)c1COc1cccc(C(=O)OCC(=O)NCCN2C(=O)CSC2=O)c1 | 1.1 | -6 | -6 | 3 | 1.1 | -13 | 2 | -3 | 7
Cc1ccc(C2=NN=C(NC(=O)CSc3nc(C)cc(C)n3)SC2)cc1 | 0.99 | 1 | -2 | . | 1.1 | -13 | 1 | -5 | 27
Cc1ccc2c(c1)N(CC(=O)NCCc1ccccc1)C(=O)c1cccnc1O2 | 0.93 | 7 | 0 | 3 | 0.88 | 12 | 1 | -6 | 21
CC(C)C[C@H](NC(=O)c1nc[nH]c1C(=O)NCc1ccc(CNC(=O)OC(C)(C)C)cc1)C(=O)OCc1ccccc1 | 1 | -2 | -9 | 2 | 1.4 | -42 | -3 | -9 | 17
CCc1cccc(CC)c1N(COC)C(=O)Cn1c(CO)nc2ccccc21 | 0.99 | 1 | -3 | -2 | 0.85 | 15 | -2 | 1 | -7
CCOC(=O)c1c(NC(=O)c2ccc(C)cc2)sc2c1CC(C)(C)OC2 | 0.98 | 2 | -2 | 3 | 0.7 | 30 | 3 | -5 | 25
CCOC(=O)C1(CCOC)CCN(Cc2cnc(-c3cccc(C)c3)nc2)CC1 | 1 | -2 | -1 | -5 | 1 | -1 | -1 | 0 | 4
C=CCN(CC=C)C(=S)NC(=O)Cc1cccc2ccccc12 | 0.94 | 6 | -11 | 1 | 1.3 | -35 | -5 | -4 | -1
CCN(CC)C(=O)N1CCN(S(=O)(=O)c2ccc(C)c(C)c2)CC1 | 0.96 | 4 | -5 | 1 | 1.1 | -7 | -3 | 0 | 29
COc1ccc(/C=N/NC(=O)c2nn(-c3ccc(Cl)cc3)c(=O)c3c(N)scc23)cc1 | 0.88 | 12 | 5 | 2 | 1.3 | -30 | -4 | -3 | 15
CC(=O)c1c(C)[nH]c(C(=O)N2CCN(C(=O)c3ccco3)CC2)c1C | 0.92 | 8 | -1 | -1 | 0.95 | 5 | -1 | -1 | 10
COc1ccc(NC(=O)c2ccc(Cl)c(S(=O)(=O)NCC3CCCO3)c2)c(OC)c1 (stereo not given) | 0.98 | 2 | -10 | 1 | 0.84 | 16 | -3 | -1 | 2
COc1c(S(=O)(=O)n2nc(C)cc2C)ccc(Cl)c1Cl | 0.95 | 5 | -5 | 1 | 1 | -4 | -3 | -2 | -8
CCOC(=O)C1=C(COC(=O)/C=C/c2ccc(OC)cc2OC)NC(=O)NC1C (stereo not given) | 0.96 | 4 | -2 | -1 | 0.83 | 17 | 2 | 13* | 8
O=C1CCN(Cc2nnnn2CC2CCCO2)c2ccccc2N1 (stereo not given) | 0.98 | 2 | 5 | -1 | 1.1 | -14 | 3 | -1 | 11
COc1ccc(NC(=O)/C(=C\c2cccnc2)NC(=O)c2cccs2)cc1 | 1.1 | -6 | -5 | -1 | 1.1 | -5 | 0 | 2 | 23
CCOc1ccc(C2/C(=C(\O)c3ccc4c(c3)OCCO4)C(=O)C(=O)N2CCN2CCOCC2)cc1OC (stereo not given) | 0.98 | 2 | -7 | -3 | 1.2 | -24 | -2 | -3 | 12
O=C(O)c1ccc(CNC(=O)c2ccccc2NC(=O)c2ccc([N+](=O)[O-])cc2)cc1 | 0.9 | 10 | -6 | 1 | 0.91 | 9 | -2 | 3 | 5
Cc1cccc(NC(=O)C2CCCN(S(=O)(=O)c3cccc4cccnc34)C2)c1 (stereo not given) | 1.2 | -20 | 2 | 1 | 1.1 | -9 | 2 | -1 | 10
FC(F)(F)c1cc(-c2ccco2)nc(N2CCOCC2)n1 | 0.99 | 1 | -5 | 0 | 1.1 | -14 | -2 | -1 | -3
O=C(NNC(=O)c1cc(-c2ccc(Cl)cc2Cl)nc2ccccc12)Nc1ccccc1 | 1 | -4 | -1 | 3 | 0.99 | 1 | 1 | -5 | 19
O=C(NC(=S)Nc1nc(-c2ccccc2)cs1)c1cccs1 | 0.82 | 18 | -6 | 3 | 0.98 | 2 | -2 | -2 | 11
COCCNC(=S)N1C2CCC1CC(NC(=O)NC13CC4CC(CC(C4)C1)C3)C2 (stereo not given) | 1.1 | -9 | -4 | 0 | 1 | -3 | -3 | -1 | 14
CC(O)CCC(=O)NCCNC(=O)CCC(C)O (stereo not given) | 1 | -2 | -3 | 0 | 1 | -2 | -6 | 0 | 4
O=C1OC(N2C(=O)CC[C@H]2C(=O)Nc2ccc(F)c(F)c2)c2ccccc21 (stereo not given in full) | 1 | -3 | -6 | 1 | 0.94 | 6 | 2 | -3 | 8
COc1ccc(C(=O)C2CCCN(C(=O)Cn3cncn3)C2)cc1OC (stereo not given) | 1.1 | -8 | 3 | -3 | 0.9 | 10 | -3 | 0 | 8

Structural class, the compounds so far with bromine (two)
SMILES | mIAP act | mIAP inh | A3G deaminase | SENP1 inh | hIAP act | hIAP block | A3A deaminase | MIN6 prolif | NALP3 yeast inh
COC(=O)c1cc(OC)nc2ccc(Br)cc12 | 1.1 | -6 | -7 | 0 | 1.1 | -15 | -3 | 1 | -2
Cc1ccc(N(C(=O)c2ccc(Br)o2)C2C=CS(=O)(=O)C2)cc1 (stereo not given) | 1 | -4 | -5 | -5 | 1.1 | -9 | -1 | 4 | -14
